ELG1 repair inh: blocks ELG1-dependent DNA repair in HEK293T cells; HEK293T ELG1-luciferase reporter, luminescence, 16 h; DNA damage induced by 5-fluorouridine; Potency, µM (highest dose often 46.1 µM), for inactives: at the highest dose activity change, negative = inhibition, hits mostly inhibitors; actives 2.3% (n = 330,000); further: potency means the concentration at half of the fitted maximal effect; on the % scale 0 is the no-effect control and ±100 the full control effect; nearly all actives have a fitted effect of over 55% in size
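In this reporter screen, reduction of luminescence relative to DMSO vehicle indicated activity. Compounds and 5-fluorouridine were added together to 2,000 cells per well, incubated for 16 hr at 37 °C, then developed with ONE-Glo.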
BRCA1 expr act: increases BRCA1 expression; AID 624202; Potency, µM (highest dose often 46.1 µM), inactives show at the highest dose activation, actives largely listed as activators; MCF7-BRCA1-FFLuc reporter, luminescence, 48 h; response scale: scaled: vehicle 0%, 10 µM genistein 100%; actives 1.1% (n = 380,000); further: potency means the concentration at half of the fitted maximal effect; nearly all actives have a fitted effect of over 80% in size; some results filed as inactive show a strong effect at the top dose
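Reporter cells (MCF7, BRCA1 promoter-firefly luciferase) received library compounds across a concentration series for 48 h. End-point luminescence was measured and concentration-effect curves derived after normalization.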
FLuc modulator: inhibits or activates purified firefly luciferase, miR-21 counter-screen. P08659. purified FLuc, Km substrates, luminescence inhibition. Potency, µM (series often up to 57.5 µM), without a hit: top-dose activity change, negative = inhibition, most hits filed as inhibitors. actives 6.9% (n = 360,000);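 further: potency means the concentration at half of the fitted maximal effect; plate controls were vehicle for no effect and reference inhibitor for full effect; nearly all actives have a fitted effect of over 55% in size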
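Purified P. pyralis luciferase, 10 nM final, with Km-level 10 uM D-luciferin and 10 uM ATP in 50 mM Tris acetate pH 7.5, 10 mM Mg acetate, 0.01% Tween-20, 0.05% BSA; 6-point qHTS titration about 60 µM downward; luminescence read.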
ELG1 genotox: inducers of genotoxicity in HEK293T ELG1-luciferase cells; Potency, µM (titrated, usually from 46 µM), without a hit: at the highest dose activity change, positive = activation, actives largely listed as activators; actives 1.3% (n = 330,000); HEK293T ELG1-luciferase reporter, luminescence, 16 h; further: potency means the concentration at half of the fitted maximal effect; % of control where 0% means no effect; nearly all actives have a fitted effect of over 60% in size
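Screening used a luciferase reporter fused to human ELG1 in HEK293T cells. Luminescence was read on a CCD plate imager after 16 hr exposure and 30 min ONE-Glo incubation.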
TRPV1 ag: agonists of human vanilloid receptor 1 (TRPV1); AID 540275; actives 0.19% (n = 320,000); activation, % at 8.33 µM; Q8NER1; TRPV1-expressing cells, Fluo-8 calcium influx, agonist mode; in the data active means activation above about 80%; inconclusive means between about 30% and that limit; further: 0% is about no effect
Target sequence (Q8NER1 whole entry, looked up): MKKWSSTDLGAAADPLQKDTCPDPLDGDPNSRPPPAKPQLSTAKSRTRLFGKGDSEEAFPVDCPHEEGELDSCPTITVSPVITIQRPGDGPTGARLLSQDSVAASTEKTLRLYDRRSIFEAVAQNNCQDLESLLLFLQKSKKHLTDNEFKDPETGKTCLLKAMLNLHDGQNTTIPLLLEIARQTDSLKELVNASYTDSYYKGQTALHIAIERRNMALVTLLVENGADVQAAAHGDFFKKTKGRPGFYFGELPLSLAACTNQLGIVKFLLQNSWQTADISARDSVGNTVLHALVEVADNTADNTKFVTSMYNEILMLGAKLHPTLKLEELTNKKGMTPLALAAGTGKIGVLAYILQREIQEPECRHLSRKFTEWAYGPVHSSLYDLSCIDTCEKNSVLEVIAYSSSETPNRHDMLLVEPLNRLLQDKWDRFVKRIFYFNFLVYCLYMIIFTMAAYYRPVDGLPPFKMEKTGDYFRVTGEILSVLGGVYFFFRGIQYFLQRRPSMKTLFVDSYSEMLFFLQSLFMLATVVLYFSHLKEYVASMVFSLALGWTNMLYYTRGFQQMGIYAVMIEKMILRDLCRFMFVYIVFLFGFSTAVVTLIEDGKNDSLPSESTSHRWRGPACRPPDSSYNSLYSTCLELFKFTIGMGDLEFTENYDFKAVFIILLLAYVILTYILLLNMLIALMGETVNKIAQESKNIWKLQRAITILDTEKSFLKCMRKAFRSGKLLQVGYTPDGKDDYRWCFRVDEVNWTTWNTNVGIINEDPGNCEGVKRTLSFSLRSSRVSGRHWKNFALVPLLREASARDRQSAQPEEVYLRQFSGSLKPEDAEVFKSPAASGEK
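Cells expressing TRPV1 were dye-loaded with Fluo-8 and read kinetically: 10 s baseline, 3 min after compound (agonist portion), then 2 min after EC20 capsaicin (allosteric enhancer portion). Calcium-bound dye fluorescence at 480/520 nm.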
Rab9 promoter act: Rab9 promoter activation; Huh7 Rab9 promoter-luciferase reporter, luminescence, 24 h; Potency, µM (titrated, usually from 9.22 µM), for inactives: at the highest dose activation, negative = inhibition, most hits filed as activators; actives 2.8% (n = 320,000); AID 485297; further: potency means the concentration at half of the fitted maximal effect; % of control where 0% means no effect; nearly all actives have a fitted effect of over 60% in size
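Steps: seed 1500 Huh7 Rab9-luc cells per well, rest 2 h at 37 °C; add compound in DMSO; incubate 24 h; add luciferase reagent, 10 min ambient; read luminescence.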
VP16 counter: inhibits Gal4-VP16 luciferase reporter, ROR gamma counter-screen; Drosophila S2 Gal4-VP16 UAS-luciferase, luminescence, 20 h; Potency, µM (series often up to 53.6 µM), for the others: at the top dose activity, negative = inhibition, actives largely listed as inhibitors; actives 3.5% (n = 310,000); AID 2546;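 further: Gal4-VP16 expression switched on by copper sulfate through the metallothionein promoter; potency means the concentration at half of the fitted maximal effect; on the % scale 0 is the no-effect control and ±100 the full control effect; nearly all actives have a fitted effect of over 50% in size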
Tb PFK inh: T. brucei PFK enzyme inhibition; T. brucei PFK, ADP-Glo luminescence; AID 485367; Potency, µM (series often up to 57.5 µM), for inactives: top-dose activity, negative = inhibition, most hits filed as inhibitors; actives 0.17% (n = 330,000); O15648;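 further: potency means the concentration at half of the fitted maximal effect; 0% = uninhibited 1x PFK enzyme wells and -100% = no-enzyme wells; nearly all actives have a fitted effect of over 60% in size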
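Luminescent ADP detection (ADP-Glo, two-step: ATP depletion then ADP-to-ATP conversion for luciferase) reported PFK activity after 45 min room-temperature reaction of 1.25 nM enzyme with 0.5 mM F6P and 0.1 mM ATP at pH 8.0.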
p53 reactivation: restores transcriptional activity of mutant p53; H1299 p53-A138V BP100-luciferase reporter, luminescence, 24 h; Potency, µM (highest dose often 92.2 µM), without a hit: at the top dose activity change, positive = activation, most hits filed as activators; actives 0.063% (n = 320,000); further: potency means the concentration at half of the fitted maximal effect; % of control where 0% means no effect; nearly all actives have a fitted effect of over 45% in size
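p53-null H1299 cells stably carrying temperature-sensitive p53-A138V and a BP100-luciferase reporter were pinned with compounds (4-point, 1:5 series) and held 24 hrs at 37 deg C. Luminescence was read 10 min after detection reagent.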
NPC1 prom act: activators of NPC1 promoter | Huh7 NPC1 promoter luciferase reporter, 24 h | Potency, µM (titrated, usually from 9.22 µM), for the others: top-dose activation, usual class: activators | actives 2.4% (n = 320,000);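 further: potency means the concentration at half of the fitted maximal effect; % of control where 0% means no effect; nearly all actives have a fitted effect of over 60% in size; reporter is driven by a mutant NPC1 promoter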
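NPC1 promoter–luciferase Huh7 cells; 24 h compound; luminescence.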
RORg inh: ROR gamma (mouse) transcription inhibition; P51450; Drosophila S2 Gal4-RORgamma UAS-luciferase reporter, 20 h; Potency, µM (series often up to 53.6 µM), without a hit: at the highest dose activity change, negative = inhibition, most hits filed as inhibitors; actives 5.4% (n = 310,000); AID 2551; further: potency means the concentration at half of the fitted maximal effect; on the % scale 0 is the no-effect control and ±100 the full control effect; nearly all actives have a fitted effect of over 60% in size
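A Gal4/UAS one-hybrid system in insect cells: metallothionein-promoter Gal4–ROR gamma fusion plus Photinus luciferase reporter. Copper sulfate 700 uM final, 20 hr ambient incubation, luminescent detection after 10 min with reagent.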
* hit, by the source's call; ? = inconclusive; nt = no result given; & = joins results of further samples; [ ] = remark or other dose. Unless noted, the call rests on the fitted dose curve; in most records, active means well fitted curve in the direction sought with a large enough effect; inconclusive means small, poorly fitted or top-dose-only effect, or another doubt; inactive means no such curve, though single readings can be large; an effect the other way counts as inactive or inconclusive. Compounds as they come (roughly 15% active in at least one column).

SMILES	ELG1 repair inh	BRCA1 expr act	FLuc modulator	ELG1 genotox	TRPV1 ag	Rab9 promoter act	VP16 counter	Tb PFK inh	p53 reactivation	NPC1 prom act	RORg inh
Cc1ccc(/C=C2\SC(=O)N(CCNC(=O)C3CSC4(C)CCC(=O)N34)C2=O)cc1 (configuration not stated)	1%	25%	19µM*	-1%	-4	8%	nt	0%	14%	7%	nt
O=[N+]([O-])c1cc(S(=O)(=O)N2CCCC2)ccc1N/N=C/c1cccs1	0%	-20%	2%	4%	-1	3%	0%	3%	1%	-1%	2%
COCCN(C(=O)Nc1ccccc1)c1ccccc1	11%	-13%	3%	-5%	-1	0%	16%	-1%	-2%	-3%	16%
CN1C[N+]([O-])=C(c2ccccc2)C1(C)C	-2%	7%	1%	0%	-5	3%	10%	4%	4%	-3%	-13%
FC(F)(F)c1ccc(C2[C@H]3CN(CC4CCCCC4)[C@H](c4ccccc4)C34CC2(c2cccnc2)C4)cc1 (some centres not stated)	11%	-15%	1%	0%	5	1%	7%&-3%	-9%	1%	2%	-24%&-11%
COc1ccccc1C(=O)Nc1ccc2c(c1)nc1n2CCSC1	?	72%	3µM*	?	-1	1.8µM*	?	-1%	?	?	?
COc1ccc(/C=N/NC(=O)COc2cccc3ccccc23)c(C(=O)O)c1OC	3%	5%	-1%	3%	-4	-12%	?	1%	-3%	-10%	-17%
O=[N+]([O-])c1ccc(OCC(O)CN2CCN(c3ccccc3F)CC2)cc1 (configuration not stated)	0%	-18%	1%	-1%	3	-2%	?	1%	4%	-4%	1%
CCC(C)c1ccc(-n2c(=O)c3ccccc3n3c(=S)[nH]nc23)cc1 (configuration not stated)	3%	25%	-3%	-3%	1	0%	-2%	-20%	-2%	-5%	?
COC(CN(C)C(=O)C1CCCN(S(=O)(=O)c2ccc3c(c2)oc(=O)n3C)C1)OC (configuration not stated)	26%	6%	8%	3%	0	-3%	-6%	-9%	-2%	1%	-1%
Cc1ccc(C(=O)O/N=C/c2c(C)nn(C)c2Cl)cc1	-2%	-3%	11µM*	-3%	5	-6%	2%	25%	0%	-1%	26%
Cc1c(C(=O)N2CCN(c3ccccc3F)CC2)sc2nc(-c3ccccc3)cn12	?	-15%	2%	-9%	3	4%	6%	0%	3%	4%	14%
O=C(O)Cc1ccc(NC(=O)Cc2ccc3ccccc3c2)cc1	1%	-2%	-4%	-7%	2	2%	-5%	2%	7%	-1%	-14%
CC(C)N1CCc2c(sc(NC(=O)c3ccc(S(=O)(=O)N4CCOCC4)cc3)c2C(N)=O)C1	?	19%	-2%	2%	2	1%	-8%	-2%	4%	-1%	?
COc1ccc(C(=O)NC(=S)NNC(=O)CNC(=O)C2CCCCC2)cc1	20%	1%	?	0%	2	-3%	-11%	-8%	0%	4%	-42%
Cc1ccc(Nc2c(-c3ccc(N4CCOCC4)cc3)nc3cnccn23)cc1	?	0%	5.4µM*	?	4	16%	14%	3%	-2%	17%	40%
CCCCN(CCCC)CCn1cnc2c([nH]c3ccc(OC)cc32)c1=O	-12%	-11%&6%	11%&-4%	-15%	4	-6%	-9%	-1%	-2%	-9%	-22%
CC(C)c1ccc(NC(=O)c2snc3ccc(Cl)cc23)cc1	?	16%	7.6µM*	?	?	2.2µM*	0%	0%	?	2.5µM*	?
N#CCN1CCCC(C(N)=O)C1 (configuration not stated)	5%	0%	-1%	2%	1	-2%	7%	1%	7%	-1%	4%
Cc1[nH]c(=S)sc1Cc1ccc(F)cc1	-9%	-25%	-6%	-4%	24	-2%	10µM*	-17%	8%	-6%	4µM*
CC(=O)Nc1ccc(N(C(=O)CNC(=O)c2cccs2)C(C(=O)NCC2CCCO2)c2ccccc2)cc1 (configuration not stated)	2%	36%	-2%	-2%	-2	0%	10%	0%	3%	-2%	-13%
O=c1c2[nH]cnc2n(-c2ccc(F)cc2)c(=O)n1Cc1ccccc1	17%	-10%	-2%	10%	6	-1%	-3%	0%	-3%	-3%	?
Cc1csc(-c2cnn(-c3ccccc3)c2NC(=O)c2cccc(F)c2)n1	?	-25%	-28%	8%	3	1%	20%	-4%	1%	-2%	-5%
CCOc1ccc(C(=O)Nc2c(C(=O)N3CCC(N4CCCCC4)CC3)oc3ccccc23)cc1	5%	0%	-2%	12%	1	-9%	-2%	3%	17%	-1%	8%
CCN(c1ccccc1)S(=O)(=O)c1ccc(OCC(=O)N2CCCC2)cc1	1%	-5%	nt	0%	3	2%	nt	0%	1%	0%	nt
COc1cc(C(=O)OC2CCOC2=O)c([N+](=O)[O-])cc1OC (configuration not stated)	13%	6%	1%	1%	-3	-1%	-7%	-3%	2%	-2%	-3%
O=c1c2c(nc3cc(-c4ccc(Cl)cc4)[nH]n13)CCS2	?	76%	2.1µM*	?	-4	?	-3%	4%	21%	3.5µM*	-21%[10 µM]
Cc1csc(NC(=O)CSc2nnc(-c3ccoc3C)o2)n1	?	10µM*	-3%	9%	2	?	13%	-3%	?	?	-7%
Cc1ccc(S(=O)(=O)CCC(=O)OCc2nc(N)nc(Nc3ccccc3C)n2)cc1	21%	-15%	2%	1%	0	-2%	nt	-4%	10%	-3%	nt
COc1cc(NC(=O)CSCc2ccc(Cl)cc2)c(C(=O)O)cc1OC	-2%	-6%	6%	-4%	1	0%	-2%	1%	?	0%	-12%

An excerpt from further up, for reference:
SMILES	ELG1 repair inh	BRCA1 expr act	FLuc modulator	ELG1 genotox	TRPV1 ag	Rab9 promoter act	VP16 counter	Tb PFK inh	p53 reactivation	NPC1 prom act	RORg inh
Cc1ccc(Nc2c(-c3ccc(N4CCOCC4)cc3)nc3cnccn23)cc1	?	0%	5.4µM*	?	4	16%	14%	3%	-2%	17%	40%
CCCCN(CCCC)CCn1cnc2c([nH]c3ccc(OC)cc32)c1=O	-12%	-11%&6%	11%&-4%	-15%	4	-6%	-9%	-1%	-2%	-9%	-22%

Following part
SMILES	ELG1 repair inh	BRCA1 expr act	FLuc modulator	ELG1 genotox	TRPV1 ag	Rab9 promoter act	VP16 counter	Tb PFK inh	p53 reactivation	NPC1 prom act	RORg inh
Cc1ccc(NC(=O)c2ccc3snnc3c2)cc1	-5%	55%	-3%	4%	-3	13%	1%	1%	1%	-2%	9%
O=C(CN1C(=O)C(=O)N(C2CCCC2)C1=O)Nc1ccc(Cl)cc1C(F)(F)F	0%	-27%	nt	0%	-2	1%	nt	-1%	3%	-4%	nt
COc1ccc(CN(C)CC(=O)Nc2ccccc2C(F)(F)F)cc1	?	-49%	2%	0%	25	-6%	2%	-4%	-4%	-10%	-27%
Cn1cnnc1SCC(=O)Nc1cccc(S(=O)(=O)N2CCCCCC2)c1	-5%	-3%	0%	-1%	-1	-4%	-4%	-1%	-7%	-1%	?
CCOc1cc2c3c(c1)C(C)CC(C)(C)N3C(=O)C2=O (configuration not stated)	-6%	-20%	2%	-2%	-4	0%	1%	-1%	-8%	-5%	-1%
COc1cccc(NS(=O)(=O)c2cc3c(cc2C)N(C(C)=O)CCO3)c1	14%	6%	-1%	7%	1	2%	3%	-2%	nt	1%	40%
COc1cccc(NC(=O)CN(C)C(=O)c2ccccc2-c2nc3ccccc3s2)c1	-24%	-43%	-1%	-1%	25	-4%	nt	?	-4%	4%	nt
CCOc1cccc(C(=O)Nc2cccc(C(=O)NC(C)(C)C)c2)c1	?	6%	?	-5%	3	-7%	-14%	-2%	19%	0%	33%
O=C(CCNC(=O)c1ccc([N+](=O)[O-])cc1)Nc1nc2ccccc2[nH]1	?	-32%	2%	1%	1	-2%	nt	0%	13%	-2%	nt
COc1ccc(C(=O)NCCS(=O)(=O)N2CCCC2)cc1	9%	33%	1%	?	1	0%	nt	-11%	15%	1%	nt
O=C(COc1ccc2c3c(c(=O)oc2c1)CCC3)NCC1CCC(C(=O)O)CC1 (configuration not stated)	-8%	2%	-4%	0%	-2	-2%	1%	0%	7%	-2%	-11%
CSc1ccc(Cl)c(C(=O)NNC(=O)c2cccs2)c1	16%	0%	nt	-2%	nt	nt	nt	-1%	16%	nt	nt
CC12CC3CC(C)(C1)CC(C(=O)Nc1nncs1)(C3)C2	-25%	-12%	1%	-6%	1	-1%	18µM*	-3%	-47%[inhibitor]	-6%	?
COc1ccc(Cl)cc1C(=O)OCC(=O)NCCNC(=O)COC(=O)c1cc(Cl)ccc1OC	-9%	-4%	7%	-4%	-2	0%	5%	0%	9%	1%	-1%
CC(c1ccccc1)C(NC(=O)OCC1c2ccccc2-c2ccccc21)C(=O)O (configuration not stated)	27%	-3%	0%	2%	-3	-1%	nt	-2%	2%	-1%	nt
CCN(CC)S(=O)(=O)c1ccc(C(=O)NNc2nc(-c3ccccc3)c3cc(Br)ccc3n2)cc1	23µM*	-42%	6%	-9%	0	-2%	?	0%	-2%	-3%	20µM*
